RTF Ca sens act: cardiac RTF calcium sensitization. IANBD-labeled TnC RTF fluorescence at EC20 calcium; 0% EC20 calcium, 100% full calcium. activation, % at 7.2 µM. AID 493008. P19429+P45379. hit rate 0.24% among 340,000;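 active means activation above the mean over all tested compounds plus 3 SD, cut at about 30% in these data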;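 further: rise in fluorescence read as greater calcium sensitivity of cardiac thin filaments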
CAL PDZ FP-1: blocks peptide binding to the human CAL PDZ domain; purified CAL PDZ, TMR-peptide fluorescence polarization, 1 h; inhibition, % at 24.9 µM; hit rate 0.92% among 300,000; AID 602252;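 active means mean inhibition of at least 30% with at least half of replicates also reaching 30%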;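 further: 0% = DMSO neutral control and 100% = excess unlabeled competitor peptide PRC23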
Rtt109 Vps75: C. albicans Rtt109 histone acetyltransferase inhibition | inhibition, % at 34.9 µM | purified Rtt109/Vps75, ThioGlo CoA-SH fluorescence, 4 h | hit rate 0.16% among 330,000 | Q5AAJ8;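 active means inhibition of at least 50% in every replicate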
Tat transport: E. coli Tat transport inhibition | E. coli MC4100 TorA-mCherry Tat export, fluorescence | inhibition, % at 10 µM | hit rate 0.036% among 340,000;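 active means mean replicate inhibition at least 50% and at least half of replicates individually reaching 50%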;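 further: exported cargo escapes ClpAP degradation while cytoplasmic cargo is degraded and loses fluorescence; 0% = median of neutral control wells and 100% = median of NaSCN control wells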
CAL PDZ FP-2: blocks peptide binding to human CAL PDZ domain; Q9HD26; purified CAL PDZ, TMR-peptide fluorescence polarization, 1 h; inhibition, % at 20 µM; hit rate 0.02% among 330,000; AID 504414;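 active means highest replicate inhibition of at least 40%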;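 further: plate controls were DMSO neutral control wells for no effect and unlabeled competitor peptide control wells for full effect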
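material = purified tagged CAL PDZ domain construct (CerCALP) | compound dosing = 20 µM, one dose | times = 1 h at RT | measured by = fluorescence polarization from S- and P-plane intensities, G-factor corrected | read-out = inhibition from polarization loss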
CDK5 p35 inh: inhibitors of human CDK5/p35 kinase; Q00535+Q15078; Recombinant CDK5/p35, ADP-Glo luminescence, 60 min; inhibition, % at 10 µM; hit rate 0.01% among 330,000;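 active means highest replicate inhibition of at least 50% and at least 75% of replicates reaching 50%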;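 further: plate controls were DMSO neutral control for no effect and GW8510 at 10 µM for full effect; many of its hits are not listed in these tables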
Target sequence (Q00535 whole entry, looked up): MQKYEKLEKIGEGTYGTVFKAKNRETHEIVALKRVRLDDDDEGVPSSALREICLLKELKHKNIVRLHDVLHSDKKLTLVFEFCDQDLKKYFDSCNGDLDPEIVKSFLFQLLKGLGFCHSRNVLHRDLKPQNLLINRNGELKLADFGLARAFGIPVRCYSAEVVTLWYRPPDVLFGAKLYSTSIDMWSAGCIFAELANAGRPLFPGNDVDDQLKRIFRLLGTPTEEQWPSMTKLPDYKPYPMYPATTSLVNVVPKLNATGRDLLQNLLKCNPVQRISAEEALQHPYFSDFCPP
Target sequence (Q15078 whole entry, looked up): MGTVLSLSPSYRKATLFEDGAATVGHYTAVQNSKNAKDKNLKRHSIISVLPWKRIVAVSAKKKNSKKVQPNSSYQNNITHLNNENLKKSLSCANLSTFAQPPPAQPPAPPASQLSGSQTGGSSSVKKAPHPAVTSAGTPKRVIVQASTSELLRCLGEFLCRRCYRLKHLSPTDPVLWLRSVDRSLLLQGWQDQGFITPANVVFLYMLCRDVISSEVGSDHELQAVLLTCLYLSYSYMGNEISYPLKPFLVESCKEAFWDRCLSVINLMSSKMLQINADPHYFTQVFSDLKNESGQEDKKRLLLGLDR
V-ATPase pHluor: yeast V-ATPase proton transport regulation by pHLuorin; S. cerevisiae, pHLuorin cytosolic pH fluorescence; response, % at 10 µM; hit rate 0.37% among 350,000; in the data active means response mostly above about 7.3%, no sharp cut-off; inactive means mostly below about 5.4%; further: actives read high; inactives centre near 0; some compounds called inactive have numbers as strong as hits; reference of the scale not given here
dFosB act: mouse delta FosB homodimer activation | purified delta FosB, TAMRA-CDK5 oligo fluorescence polarization; percent of positive-control signal above neutral wells | P13346 | activation, % at 25 µM | hit rate 0.99% among 340,000;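 active means mean activation above about 17%, with every replicate also reaching it, limit read from the data, passing the limit was not always enough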;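 further: fluorescence polarization rise as delta FosB binds a TAMRA Cdk5 AP-1 oligo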
Target sequence (P13346 whole entry, looked up): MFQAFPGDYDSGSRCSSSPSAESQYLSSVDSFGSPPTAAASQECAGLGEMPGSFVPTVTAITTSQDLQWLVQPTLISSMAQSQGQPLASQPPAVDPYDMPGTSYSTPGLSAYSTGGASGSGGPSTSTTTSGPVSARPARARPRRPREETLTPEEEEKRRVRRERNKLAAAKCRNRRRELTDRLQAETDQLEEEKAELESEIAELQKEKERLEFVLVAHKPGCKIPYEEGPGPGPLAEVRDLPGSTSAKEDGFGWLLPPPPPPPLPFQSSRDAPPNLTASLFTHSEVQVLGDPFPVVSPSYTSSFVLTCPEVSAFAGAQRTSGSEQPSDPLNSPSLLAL
Wnt act: activates Wnt/beta-catenin signaling in a reporter cell assay; activator, plate reader; activation, % at 9.35 µM; hit rate 1.2% among 300,000; in the data active means activation above about 30%, passing the limit was not always enough;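 further: 0% = neutral control wells and 100% = positive control wells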
MITF act: activators of MITF-driven TRPM1 promoter activity in SK-MEL-5 cells; SK-MEL-5 TRPM1-promoter luciferase, 24 h; % of positive control, neutral wells = 0; activation, % at 12.5 µM; hit rate 0.75% among 300,000; AID 588334;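 active means mean activation of at least 80% with every replicate also reaching 80%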;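 further: 0% = neutral control wells and 100% = parthenolide positive control wells; values of inactives mirror those of a sister screen read the other way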
* hit, by the source's call; . = not tested or not shown; & = joins results of further samples; ! = a repeat was not active.

The line under a structure holds: RTF Ca sens act, CAL PDZ FP-1, Rtt109 Vps75, Tat transport, CAL PDZ FP-2, CDK5 p35 inh, V-ATPase pHluor, dFosB act, Wnt act, MITF act
> Cc1ccc(C)c(SCC(=O)NCc2ccco2)c1
→ 6, -8, 5, 4, ., -1.7, -3, -8, ., -5
> Cc1cccc(OCC(=O)N/N=C/c2ccc(N(C)C)cc2)c1
→ 3, -1, 7, -7, -0.6, -0.5, -1, 4, 0, -17
> CC1CCc2c(sc3ncnc(SCC(=O)Nc4ccc(C(=O)O)cc4)c23)C1 (stereo unspecified)
→ -1, -1, 0, 13, -1.7, 0.6, 1, -6, -2, -3
> COc1ccc([C@H]2CC(=O)C=C(c3cccc4c3sc3ccccc34)C2)cc1OC
→ 3, -2, 1, -1, -0.6, -4.0, 7, 6, -2, 2
> CCOC(=O)c1sc(NC(=O)c2ccc(S(=O)(=O)N(CC)CC)cc2)nc1C
→ -3, -4, -7, 6, ., -0.6, -4, -3, ., .
> Cc1cccc(NC(=O)CSc2nc(=O)n(CCN3CCOCC3)c3c2CCCC3)c1C
→ -4, 1, 4, -5, -1.7, 1.6, 4, -6, 0, -2
> Cc1cc(C(=O)Nc2ccc(N3CCOCC3)cc2)c2ccccc2n1
→ -2, -5, 13, -1, -2.7, 1.2, -1, -9, -4, .
> CC(=O)c1ccc(N2CCN(S(=O)(=O)c3ccc4c(c3)CC(=O)N4)CC2)cc1
→ 9, -5, -6, -1, -3.3, -2.3, 5, -8, -2, -3
> Cc1c(NC(=O)c2cccc(S(=O)(=O)N3CCOCC3)c2)c(=O)n(-c2ccccc2)n1C
→ 13, -3, -4, 11, -0.8, -19, -2, -3, -5, -10
> COc1ccc(C(=O)Nc2ccnn2C2CCN(C(=O)C3CCOC3)CC2)cc1 (stereo unspecified)
→ -4, 1, 26, 1, -1.2, 1.9, -3, 4, 5, 13
> Cc1ccc(N(CCC#N)C(=O)COC(=O)C2CCN(c3ccc(C(F)(F)F)cn3)CC2)cc1
→ -14, 3, 3, 20, -1.7, -0.1, 5, -17, -2, 3
> CCOC(=O)N1CCN(Cc2cccs2)CC1
→ -3, -6, ., 4, -1.1, 0.9, 4, 3, ., .
> CCOC(=O)[C@@H]1[C@H]2COc3cc(OC)ccc3[C@@H]2N2C(=O)N(c3cccc(F)c3)C(=O)[C@@]12C
→ 8, 0, 11, 5, 0.1, -0.1, 0, 3, -3, .
> CCOc1ccc(N(CC(=O)NCc2ccccc2C)S(C)(=O)=O)cc1
→ 4, -5, 0, -15, -1.1, -0.8, 2, 5, 3, 56
> Cc1ccc(OCC(=O)O)c(-n2nc3ccccc3n2)c1
→ -1, -4, 26, 3, 0.1, -0.1, -1, 3, ., 1
> C=CCNC(=O)c1c[nH]c2ccc(S(=O)(=O)N(C)c3ccc(OCC)cc3)cc2c1=O
→ 6, -3, -9, -2, -0.7, -0.5, -3, -21, -2, -18
> CC1(C)Cc2c(sc(NC(=O)c3ccc(S(=O)(=O)N4CCCC4)cc3)c2C#N)C(C)(C)N1
→ 2, -2, -14, -1, -2.6, -0.1, -5, -2, 2, 13
> Clc1ccc(N/N=C/c2cccs2)nn1
→ -3, 5, -3, 10, 0.6, 1.5, -3, -6, 4, 23
> CC1CCC(C(C)C)C(OC(=O)COC(=O)c2cccn2C)C1 (stereo unspecified)
→ 12, -6, -12, 9, ., 0.3, 1, -7, ., 3
> COc1ccc2nc(C)cc(SCC(=O)NNC(=O)COc3ccc(C)cc3)c2c1
→ -1, -2, -7, -3, -0.5, 1.1, 1, 2, 2, .

An excerpt of these results, field by field:
CCOC(=O)N1CCN(Cc2cccs2)CC1
  RTF Ca sens act: -3; CAL PDZ FP-1: -6; Rtt109 Vps75: .; Tat transport: 4; CAL PDZ FP-2: -1.1; CDK5 p35 inh: 0.9; V-ATPase pHluor: 4; dFosB act: 3; Wnt act: .; MITF act: .
CC1CCC(C(C)C)C(OC(=O)COC(=O)c2cccn2C)C1 (stereo unspecified)
  RTF Ca sens act: 12; CAL PDZ FP-1: -6; Rtt109 Vps75: -12; Tat transport: 9; CAL PDZ FP-2: .; CDK5 p35 inh: 0.3; V-ATPase pHluor: 1; dFosB act: -7; Wnt act: .; MITF act: 3

The results go on.
compound | RTF Ca sens act | CAL PDZ FP-1 | Rtt109 Vps75 | Tat transport | CAL PDZ FP-2 | CDK5 p35 inh | V-ATPase pHluor | dFosB act | Wnt act | MITF act
Cc1cc(NS(=O)(=O)c2cn(C)nc2C)no1 | 4 | -4 | -3 | -3 | -1.2 | -1.9 | -1 | 3 | 0 | 0
CCC(=O)Oc1ccc(C(=O)Nc2cccc(NC(=O)c3ccco3)c2)cc1 | -7 | . | 6 | 7 | -0.6 | 1.1 | 0 | -9 | -4 | -1
COc1ccccc1-n1c(SCC(=O)NC(C)(C)C)nnc1-c1ccco1 | -3 | -6 | -9 | 1 | . | 0.3 | -7 | -18 | 0 | -8
O=S(=O)(Nc1ccc2c(c1)oc1ccccc12)N1CCCC1 | -12 | -6 | 9 | 13 | -3.1 | 1.8 | 0 | -5 | . | 10
O=C(Nc1ccc2oc(-c3ccc4ccccc4c3)nc2c1)c1cccs1 | -2 | -2 | 1 | -7 | 1.2 | -0.1 | -3 | 8 | . | 67
C/C(=N\NC=O)c1ccncc1 | 6 | 0 | 9 | 4 | -2.9 | -1.4 | -1 | 0 | 1 | 0
CC1(C)CC(=O)C(N=Nc2cc(C(F)(F)F)ccc2Cl)=C(O)C1 | 2 | . | -8 | 8 | -0.3 | -3.1 | -1 | 2 | -2 | -5
Cc1cccc(C)c1NC(=O)C(NC=O)c1ccccc1Cl (stereo unspecified) | -5 | 2 | 0 | -10 | -0.7 | 1.0 | -2 | 4 | -4 | -3
CC12CCC(=O)CC1CCC1C2CCC2(C)C1CCC2(O)C(=O)CO (stereo unspecified) | -4 | 0 | 19 | 12 | 0.2 | -1.2 | -3 | -2 | 0 | 4
COc1ccc(/C(O)=C2/C(=O)C(=O)N(CC3CCCO3)C2c2cccc(O)c2)cc1 (stereo unspecified) | 2 | -3 | 15 | -3 | -0.8 | -0.5 | -2 | -4 | . | 0
CC(=O)c1cccc(NC(=O)CCc2nc3sc4c(c3c(=O)[nH]2)CCCC4)c1 | 4 | -3 | 5 | -7 | 0.2 | -0.5 | 3 | -7 | 0 | 0
O=C1c2ccccc2C(=O)N1CN(C(=O)c1ccccc1)c1ccc(O)cc1 | -8 | -2 | . | 1 | -2.8 | -2.8 | 3 | -2 | -6 | -9
CC(O)c1nc2ccc(C(=O)O)cc2[nH]1 (stereo unspecified) | 6 | -13 | -1 | 22 | -3.4 | -6.4 | 2 | 0 | 0 | 9
Cc1ccc(CNC(=O)c2ccc(CS(=O)Cc3ccccc3Cl)o2)cc1 (stereo unspecified) | 0 | . | 1 | 3 | -2.1 | -2.1 | 2 | -17 | -1 | -1
Cc1ccc(S(=O)(=O)N2CCN(c3ncnc4scc(-c5ccc(F)cc5)c34)CC2)cc1 | -11 | . | -1 | 1 | -0.9 | 0.4 | 7 | -13 | -9 | -27
COc1cccc(C(=O)N2CCCC(CCC(=O)NCc3ccc(F)c(F)c3)C2)c1 (stereo unspecified) | 3 | -10 | -6 | -7 | -0.5 | 0.3 | 1 | -2 | 0 | 4
COc1ccc(OC)c(/C=N/NC(=O)c2csc3ccccc23)c1 | -3 | . | -4 | 5 | -1.5 | -0.2 | 8 | 8 | . | 0
O=C(COC(=O)Cc1ccc(F)cc1)NC1CCCC1 | 6 | -1 | -4 | 2 | -2.0 | 1.0 | 4 | 1 | -1 | -14
Cc1[nH]n(C(N)=S)c(=O)c1N=Nc1ccccc1C(F)(F)F | -1 | -4 | 8 | 0 | -0.3 | 0.4 | 1 | -7 | 3 | 8
CC(=O)Oc1ccc(C(=O)NCc2ccc3c(c2)OCO3)cc1 | 4 | -6 | -4 | 7 | -0.8 | -6.6 | 0 | 7 | 1 | .
O=C(Nc1cc(Cl)cc(Cl)c1)C1C2C=CC3(O2)C1C(=O)N(CCCN1CCOCC1)C3C(=O)NC1CCCCC1 (stereo unspecified) | 5 | 0 | -1 | 12 | -1.8 | -12 | 0 | -7 | 0 | -13
CCCN1CCc2c(sc(NC(=O)CCS(=O)(=O)c3ccccc3)c2C(=O)OC)C1 | 4 | 2 | 8 | 0 | -1.9 | 1.0 | 2 | -9 | -3 | 8
CC(=O)Nc1nc(C)c(-c2csc(Nc3ccccn3)n2)s1 | 2&-1 | 3&0 | -2&6 | 1&0 | 1.9&2.6 | -0.3&-2.2 | 0&0 | -4&-16 | 52*! | 13&3
O=C1c2cccnc2C(Nc2ccc(S(=O)(=O)N3CCCCCC3)cc2)N1Cc1ccccc1 (stereo unspecified) | 5 | . | 1 | 4 | -0.8 | -1.7 | 0 | -10 | . | 15
CC(C)N(Cc1ccccc1)C(=O)CN1C(=O)NC(Cc2ccccc2)(c2ccccc2)C1=O (stereo unspecified) | -1 | -3 | 10 | 10 | -0.6 | 1.0 | 4 | -9 | -2 | -10
Cn1nc(C(C)(C)C)c([N+](=O)[O-])c1C(=O)Nc1ccc(Br)cc1 | 6 | -3 | 1 | -7 | -0.7 | 3.9 | 0 | 3 | -1 | -2
CCN1CCN(CCNC(=O)CCCCCn2c(=O)[nH]c3cc(C(=O)OC)ccc3c2=O)CC1 | 3 | . | 9 | 7 | -0.1 | -0.6 | 3 | -21 | . | 2
O=C(NCc1ccccn1)Nc1ccc(Cl)cc1Cl | -3 | -4 | 9 | -3 | -3.1 | -1.1 | -4 | -4 | 14 | 53
O=c1c2ccccc2[nH]c(=S)n1CCCN1CCN(c2ccccc2)CC1 | -3 | 1 | 19 | 5 | -1.3 | 1.4 | -4 | -8 | 1 | -7

Results in RTF Ca sens act, Rtt109 Vps75 and dFosB act, for some of the entries so far:
canonical_smiles	RTF Ca sens act	Rtt109 Vps75	dFosB act
CCC(=O)Oc1ccc(C(=O)Nc2cccc(NC(=O)c3ccco3)c2)cc1	-7	6	-9
COc1ccccc1-n1c(SCC(=O)NC(C)(C)C)nnc1-c1ccco1	-3	-9	-18
O=S(=O)(Nc1ccc2c(c1)oc1ccccc12)N1CCCC1	-12	9	-5
O=C(Nc1ccc2oc(-c3ccc4ccccc4c3)nc2c1)c1cccs1	-2	1	8
C/C(=N\NC=O)c1ccncc1	6	9	0

Source: PubChem
